Ub-GFP proteasome: ubiquitin-GFP accumulation via proteasome inhibition; Ubiquitin-GFP reporter cells, proteasome inhibition, GFP fluorescence; response scale: untreated = 0%, 10 µM MG-132 = 100%; Potency, µM (titrated, usually from 45.9 µM), for the others: at the top dose activation (GFP accumulation), most hits filed as activators; 67,000 tested, under 10 active; active means well fitted activation curve with a large enough effect, not every such curve was filed as active; inconclusive means small, poorly fitted or top-dose-only effect, or another doubt; inactive means no such curve, though single readings can be large or run the other way; further: potency means the concentration at half of the fitted maximal effect
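Proteasome blockade was scored as a rise in GFP-expressing U2OS cells carrying a ubiquitin(G76V)-GFP construct, imaged after 4 hr compound treatment at 37 °C across a 46 uM–2.9 nM series.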
GFP derepression: epigenetic GFP locus derepression in mouse cells. mouse C127i GFP locus derepression, cytometry, 30 h. Potency, µM (series often up to 46.1 µM), for the others: top-dose GFP derepression (activation). hit rate 0.09% among 68,000. AID 597; further: % of control where 0% means no effect
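Read-out is the number of GFP-positive cells, scored as fluorescent objects 20 to 120 um wide, reflecting derepression of a silenced CMV-GFP reporter in murine C127i cells after 30 h compound exposure at 37 C.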
Pol III holo inh: DNA polymerase III holoenzyme inhibition | reconstituted DNA polymerase III holoenzyme replication, biochemical | Potency, µM (series often up to 57.1 µM), inactives show at the top dose activity change, negative = inhibition | hit rate 0.25% among 71,000 | AID 603; further: potency means the concentration at half of the fitted maximal effect; on the % scale 0 is the no-effect control and ±100 the full control effect
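Reconstituted *E. coli* holoenzyme (0.35 nM Pol III, 1 nM beta, 154 nM SSB, 2 nM primase) was preincubated with compound for 15 min at RT. Synthesis on 1.4 nM ssM13Gori ran 35 min, then was stopped with PicoGreen/EDTA and read as dsDNA fluorescence.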
Hsp90 Hop PPI: changes Hsp90-Hop TPR2A binding signal, up or down; AlphaScreen TPR2A-His6 binding biotin-Hsp90 C-terminal peptide; hit rate 0.44% among 71,000; AID 595; Potency, µM (top dose mostly 57 µM), for the others: at the top dose activity change, negative = inhibition; active means well fitted curve in either direction with a large enough effect; inconclusive means small, poorly fitted or top-dose-only effect, or another doubt; further: potency means the concentration at half of the fitted maximal effect; on the % scale 0 is the no-effect control and ±100 the full control effect; many of its hits are not listed in these tables
CRE Fsk mod: CRE-bla signaling modulation under forskolin stimulation; CHO CRE-bla reporter (cAMP response element driving beta-lactamase), forskolin EC10, beta-lactamase ratio; Potency, µM (series often up to 38.2 µM), for the others: at the highest dose activity change, negative = inhibition, actives largely listed as activators; hit rate 2.5% among 71,000; active means well fitted activation curve with a large enough effect in the signal ratio, with a control signal flat, not every such curve was filed as active; inconclusive means small, poorly fitted or top-dose-only effect, or effect the other way, or a change in a side signal; the % refers to the signal ratio; further: potency means the concentration at half of the fitted maximal effect; % of control where 0% means no effect
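Modulation of forskolin signalling: compounds in titration series added with EC10 NKH 477 to CHO cells carrying a CRE-driven beta-lactamase reporter, 3 h, 37C. CCF4 FRET ratio (460/530 nm, ex 405 nm) gives %activity and AC50.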
HBB splice mod: alters splicing of the hemoglobin beta chain | HBB splicing reporter cell assay, activation; EGFP reporter with mutant IVS2-654 intron; response scale: normalised to 500 nM splice-correcting PNA | Potency, µM (doses to about 46.1 µM), without a hit: at the top dose activation, usual class: activators | hit rate 0.06% among 65,000 | AID 925; further: potency means the concentration at half of the fitted maximal effect; 0% is about no effect
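HeLa cells stably expressing EGFP interrupted by mutant beta-globin intron 2 (IVS2-654), 500/well in 2% FCS. Treated with compound for 2 days at 37C. Splicing correction scored as total well GFP intensity (488 nm excitation, 500-520 nm emission); 500 nM antisense PNA served as control.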
HADH2 inh: HADH2 (human) dehydrogenase inhibition; Q99714; recombinant HADH2, NADH fluorescence, beta-hydroxybutyryl-CoA; Potency, µM (top dose mostly 57.1 µM), for the others: top-dose activity change, negative = inhibition, usual class: inhibitors; hit rate 3.4% among 73,000; AID 886; further: potency means the concentration at half of the fitted maximal effect; on the % scale 0 is the no-effect control and ±100 the full control effect; nearly all actives have a fitted effect of over 60% in size; many of its hits are not listed in these tables
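E. coli-expressed His-tagged HADH2 tested at 20 nM in alkaline Tris buffer (pH 9.0); oxidation of 90 uM beta-hydroxybutyryl-CoA with 1 mM NAD+ tracked fluorimetrically for 4 min.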
BRCT PPI red: disrupts BRCA1 BRCT binding to phosphoprotein, red fluorophore readout. P38398. BRCT-phosphopeptide binding, red fluorescence polarization. Potency, µM (series often up to 76.9 µM), for the others: top-dose activity change, negative = inhibition, most hits filed as inhibitors. hit rate 0.03% among 75,000. AID 892; further: on the % scale 0 is the no-effect control and ±100 the full control effect
Target sequence (P38398 whole entry, looked up): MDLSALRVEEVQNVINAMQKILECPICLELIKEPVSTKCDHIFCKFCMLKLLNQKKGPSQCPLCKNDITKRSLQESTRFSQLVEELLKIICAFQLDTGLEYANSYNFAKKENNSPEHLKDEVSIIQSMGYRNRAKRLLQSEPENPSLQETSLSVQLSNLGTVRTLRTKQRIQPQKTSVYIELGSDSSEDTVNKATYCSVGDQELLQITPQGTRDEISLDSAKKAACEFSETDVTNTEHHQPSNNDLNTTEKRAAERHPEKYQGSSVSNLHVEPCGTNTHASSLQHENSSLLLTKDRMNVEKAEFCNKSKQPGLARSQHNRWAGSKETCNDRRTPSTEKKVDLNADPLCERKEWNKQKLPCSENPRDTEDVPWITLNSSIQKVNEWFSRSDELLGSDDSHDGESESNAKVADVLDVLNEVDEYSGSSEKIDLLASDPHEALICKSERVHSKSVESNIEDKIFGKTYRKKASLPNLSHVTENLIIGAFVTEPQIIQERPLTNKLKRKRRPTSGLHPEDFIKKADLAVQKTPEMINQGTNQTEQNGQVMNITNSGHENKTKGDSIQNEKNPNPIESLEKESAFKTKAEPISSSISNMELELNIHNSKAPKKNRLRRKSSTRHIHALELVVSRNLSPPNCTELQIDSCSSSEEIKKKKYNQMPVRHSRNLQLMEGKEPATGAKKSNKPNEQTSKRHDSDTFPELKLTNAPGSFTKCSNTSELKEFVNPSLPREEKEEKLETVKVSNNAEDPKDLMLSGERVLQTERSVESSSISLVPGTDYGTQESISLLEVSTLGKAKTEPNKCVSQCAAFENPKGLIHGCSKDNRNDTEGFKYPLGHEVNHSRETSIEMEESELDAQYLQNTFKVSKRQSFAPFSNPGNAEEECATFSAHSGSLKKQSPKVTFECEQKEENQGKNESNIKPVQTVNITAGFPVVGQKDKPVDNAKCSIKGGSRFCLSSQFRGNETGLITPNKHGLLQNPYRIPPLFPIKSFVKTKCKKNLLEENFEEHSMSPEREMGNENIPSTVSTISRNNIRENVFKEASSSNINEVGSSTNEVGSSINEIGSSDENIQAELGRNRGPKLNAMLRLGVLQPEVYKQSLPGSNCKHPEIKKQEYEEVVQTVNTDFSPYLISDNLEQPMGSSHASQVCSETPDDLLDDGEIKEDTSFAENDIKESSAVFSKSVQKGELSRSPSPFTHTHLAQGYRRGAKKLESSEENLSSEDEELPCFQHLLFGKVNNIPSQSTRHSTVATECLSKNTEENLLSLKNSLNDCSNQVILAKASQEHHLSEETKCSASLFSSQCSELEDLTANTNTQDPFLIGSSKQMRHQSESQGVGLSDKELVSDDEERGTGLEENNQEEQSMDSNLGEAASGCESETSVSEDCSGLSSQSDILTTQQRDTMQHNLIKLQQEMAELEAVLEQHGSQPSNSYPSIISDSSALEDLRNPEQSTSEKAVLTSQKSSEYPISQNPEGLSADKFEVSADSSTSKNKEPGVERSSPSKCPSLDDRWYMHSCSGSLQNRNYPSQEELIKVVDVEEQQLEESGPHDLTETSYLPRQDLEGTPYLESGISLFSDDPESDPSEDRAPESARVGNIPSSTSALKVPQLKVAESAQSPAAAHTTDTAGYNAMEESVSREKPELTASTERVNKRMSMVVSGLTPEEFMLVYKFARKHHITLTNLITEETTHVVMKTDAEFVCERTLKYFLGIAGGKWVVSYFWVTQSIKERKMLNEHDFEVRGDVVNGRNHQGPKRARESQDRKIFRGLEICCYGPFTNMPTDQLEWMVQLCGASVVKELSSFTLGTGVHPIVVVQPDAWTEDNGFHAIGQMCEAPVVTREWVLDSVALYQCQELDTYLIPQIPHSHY
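Rhodamine-labelled pBACH1 10-mer (100 nM) bound to BRCT domain (100 nM) at pH 7.3; compounds incubated 12 min room temperature, polarization read. Free peptide defines full inhibition; unlabelled decapeptide titrated as control.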
BRCT inh green: inhibitors of human BRCA1 BRCT-phosphoprotein interaction (green fluorophore); BRCA1 BRCT-phosphopeptide binding, green fluorescence polarization; P38398; hit rate 0.05% among 75,000; Potency, µM (series often up to 76.9 µM), for the others: at the highest dose activity change, negative = inhibition, usual class: inhibitors;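 further: potency means the concentration at half of the fitted maximal effect; plate controls were peptide without protein for full effect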
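Compounds were incubated for 12 min at room temperature with a complex of 100 nM fluorescein-tagged pBACH1 decapeptide and 250 nM His-tagged BRCT protein. Buffer was phosphate pH 7.3 with EDTA, DTT and Tween 20. Disruption of binding lowers the polarization signal.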
USP2a inhib: inhibitors of human ubiquitin-specific protease USP2a; AID 927; hit rate 0.1% among 60,000; O75604; Potency, µM (doses to about 38.3 µM), inactives show at the highest dose activity change, negative = inhibition, actives largely listed as inhibitors; USP2a enzymatic assay, qHTS inhibition;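 further: potency means the concentration at half of the fitted maximal effect; nearly all actives have a fitted effect of over 60% in size; plate controls were DMSO for no effect and NEM full inhibition control for full effect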
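Inhibition is measured in a cell-free coupled assay with 20 nM USP2 core, 20 nM Ub-PLA2 and 20 uM NBD C6-HPC, 2.5 h incubation. Activity normalized to NEM control.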
15-hLO inh: blocks human 15-lipoxygenase activity | hit rate 1.4% among 74,000 | purified 15hLO-1, xylenol orange hydroperoxide absorbance | Potency, µM (series often up to 57.1 µM), for the others: at the top dose activity change, negative = inhibition, usual class: inhibitors; further: potency means the concentration at half of the fitted maximal effect; on the % scale 0 is the no-effect control and ±100 the full control effect; nearly all actives have a fitted effect of over 55% in size
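40 nM 15hLO-1 + cpd, 15 min RT; start w/ 50 uM AA (final), 6 min RT; stop/detect w/ 200 uM XO + 300 uM Fe(II) in 50 mM H2SO4, 30 min; A573/A405. Buffer 25 mM Hepes pH 7.5, 0.01% Triton X-100. No-enzyme wells as negative control.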
The depositor's hits bear a star; ? = inconclusive; / = not tested or not shown; [ ] = dose if it differs, or a comment. Unless noted, the call rests on the fitted dose curve; in most records, active means well fitted curve in the direction sought with a large enough effect; inconclusive means small, poorly fitted or top-dose-only effect, or another doubt; inactive means no such curve, though single readings can be large; an effect the other way counts as inactive or inconclusive.

compound | BRCT inh green | GFP derepression | 15-hLO inh | Pol III holo inh | CRE Fsk mod | USP2a inhib | Hsp90 Hop PPI | HBB splice mod | Ub-GFP proteasome | HADH2 inh | BRCT PPI red
CC12CCCCC1c1ccccc1C(=NCC(=O)O)N2 (configuration not stated) | 3.2% | 2.0% | -0.6% | 2.1% | -2.2% | 3.3% | ? | -0.7% | -0.2% | -0.5% | -0.5%
CCOCc1cc(C)[nH]c(=O)c1C#N | -1.3% | 1.8% | -1.9% | -1.6% | 1.7% | -5.6% | 0.5% | -0.4% | -4.4% | 15.8µM* | -3.0%
CN1C(=O)CC(N2CCN(C(c3ccccc3)c3ccccc3)CC2)C1=O (configuration not stated) | 1.3% | 5.4% | 4.7% | -5.5% | -3.1% | 8.0% | -2.9% | 0.1% | -3.8% | 16.1% | -1.1%
COc1ccc(C(=O)Nc2ccc(S(=O)(=O)Nc3nccnc3OC)cc2)cc1OC | -0.2% | -1.6% | 0.8% | 2.3% | 2.7% | -6.2% | -2.5% | -2.1% | 6.4% | -0.4% | 1.0%
COC(=O)C1=C(N)Oc2cc(C)n(Cc3cccnc3)c(=O)c2C1c1cc(OC)ccc1OC (configuration not stated) | -2.2% | -2.0% | -6.8% | -5.3% | 23.2% | 4.8% | 2.0% | 4.9%[1.84 µM] | 21.4% | 13.2% | 0.2%
Cc1cccc(Nc2ncnc3nc[nH]c23)c1 | -1.0% | / | -7.7% | -3.1% | ? | / | -8.0% | -0.6% | 0.7% | ? | -0.9%
CCOC(=O)C(CC)n1cnc2sc3c(c2c1=O)CCC3 (configuration not stated) | -0.5% | 2.3% | 3.9% | -0.9% | 2.6% | 9.3% | -6.2% | -3.6% | -0.8% | -7.2% | -1.7%
O=C(COc1cccc(C(F)(F)F)c1)NCCCN1CCCC1=O | -0.7% | -2.0% | -9.5% | -0.8% | -1.7% | 14.5% | -4.1% | -1.2% | -1.6% | 12.0% | 0.4%
N#CC1=C(N)Oc2cc3c(cc2C1c1ccc(Cl)cc1)OCO3 (configuration not stated) | 1.2% | -0.1% | ? | -1.8% | ? | 7.5% | 1.8% | -0.4% | 9.7% | 12.9% | -0.5%
COc1cccc(C(c2nnnn2CS(=O)(=O)c2ccc(C)cc2)N2CCN(C)CC2)c1OC (configuration not stated) | -0.3% | -2.1% | 4.7% | -1.2% | 1.6% | 7.6% | -3.1% | -0.1%[57.5 µM] | 3.3% | 3.5% | 0.6%
COc1ccc(CCN2C(=O)C(O)=C(C(=O)c3ccco3)C2c2cccs2)cc1OC (configuration not stated) | -0.7% | -1.2% | 66.0%[activator] | -6.0% | 1.3% | 22.1% | -1.2% | / | 2.6% | 16.4% | -0.3%
O=C(NCCCN1CCCC1=O)c1cncc(Br)c1 | 0.1% | 0.0% | 0.4% | 17.4% | -7.0% | -9.1% | -1.2% | 4.2% | -2.5% | 3.3% | 1.1%
O=C(NCc1ccc2c(c1)OCO2)c1ccc(S(=O)(=O)NCC2CCCO2)cc1 (configuration not stated) | 1.0% | -2.0% | -5.0% | 2.0% | -3.4% | 17.9% | -1.5% | 1.4% | -1.4% | -23.1% | -1.7%
O=S1(=O)CC(O)C(N2CCC(c3ccccc3)CC2)C1 (configuration not stated) | -0.1% | 2.2% | 2.4% | -3.3% | -0.8% | 2.3% | -1.2% | -2.8% | -2.7% | 11.3% | 0.1%
Cc1ccc(NC(=O)NCCCN2CCOCC2)cc1 | -7.4% | -3.2% | 3.9% | -8.5% | -13.5% | -0.8% | -1.1% | -0.1% | 0.7% | -13.7% | -1.0%
Cc1cc(C)cc(N(CC(=O)NC2CC3CCC2C3)S(C)(=O)=O)c1 (configuration not stated) | -1.2% | 0.0% | 2.0% | -3.2% | -0.3% | 12.5% | 0.6% | 1.3% | 6.5% | 2.3% | -0.8%
CCN1CCCC1Cn1c(-c2ccccc2)nc2c(NCc3ccccc3)nc(C)nc21 (configuration not stated) | 0.9% | / | 0.9% | -5.9% | -3.9% | / | -4.6% | 0.1% | -9.1% | ? | 0.1%
O=C(Cn1nnc(-c2ccccc2)n1)NCc1cccs1 | -0.6% | 3.9% | 4.1% | -2.3% | -5.2% | -8.5% | -0.7% | 0.5% | -6.0% | -1.4% | -1.1%
Fc1ccc(-c2nnc3ccc(N4CCc5ccccc5C4)nn23)cc1 | 3.9% | -2.3% | 25.1µM* | -7.6% | ? | / | -6.0% | -0.6% | 0.0% | ? | -2.0%
CC(C)CC(=O)Nc1ccc(F)c(Cl)c1 | -0.6% | -0.5% | -4.4%[11.4 µM] | 2.4%[11.4 µM] | 9.8%[7.6 µM] | 3.3%[7.66 µM] | -1.2%[11 µM] | -0.1%[0.0738 µM] | -1.2%[9.17 µM] | 6.6%[11.4 µM] | 0.2%
COCC(=O)N1CCC[C@@]2(CCN(Cc3ccccc3OC)C2)C1 | -3.3% | -2.3%[9.22 µM] | -5.6% | -2.2% | -5.3% | 15.3% | -1.5% | 4.3% | 6.7% | 4.0% | -2.7%
Cc1ccc(-c2nnn(CC(=O)N(Cc3ccccc3)C(C(=O)NC(C)(C)C)c3ccncc3)n2)o1 (configuration not stated) | -0.9% | 0.0% | -2.9% | -5.7% | -3.5% | 29.3% | -7.4% | / | 7.2% | 7.5% | 0.0%
Cc1ccc2nc(NC(=O)CN3CCOCC3)sc2c1 | 0.1% | 2.2% | 0.3% | -6.0% | 6.0% | -0.4% | -1.8% | -0.2% | 2.8% | 4.4% | -0.6%
CC1CN(C2CCCCC2)c2nc3c(c(=O)n(C)c(=O)n3C)n2C1 (configuration not stated) | -0.4% | -2.0% | 7.2% | -2.6% | ? | 5.5% | -1.1% | 0.7%[1.84 µM] | 1.6% | 0.6% | 0.2%
O=S1(=O)CCN2C(=N1)Sc1c2ccc2c1CCCC2 | 0.2% | 3.7% | 2.2% | -23.8% | ? | 7.4% | -4.9% | 0.4%[0.369 µM] | / | 4.9% | 0.5%
O=C1CC(Cc2ccccc2)C(=O)N1CCc1ccc2c(c1)OCO2 (configuration not stated) | -0.4% | -2.0% | -10.3% | -0.3% | -8.6% | -1.9% | 3.6% | -8.2% | 1.6% | -2.0% | -1.3%
CC1(C)Cc2noc(N)c2C(C)(C)N1OC(=O)c1ccco1 | -0.4% | 1.8% | 15.3% | 3.5% | -1.3% | 5.1% | 0.6% | -0.5% | -0.3% | 0.4% | -1.2%
CC(C)NC(=O)NC(=O)COc1cccc2c1OC(C)(C)C2 | -1.2% | 4.3% | 4.8% | -4.6% | 13.4% | 5.0% | -3.6% | -0.3%[57.5 µM] | -2.7% | 5.2% | 0.3%
O=S(=O)(NCc1ccco1)c1cccc(S(=O)(=O)N2CCOCC2)c1 | 1.0% | -2.3% | 0.7% | -4.0% | -6.5% | 3.6% | -3.0% | -0.6% | 0.0% | -3.8% | 1.2%
CCSCC1COC(c2cccn2Cc2ccc(C)cc2)=N1 (configuration not stated) | -1.3% | 0.0% | -2.4% | 0.9% | -8.4% | -4.5% | 7.3% | -0.8% | -0.7% | -6.6% | 0.5%
COc1cc(NC(=O)CSCc2cnn(-c3ccccc3)c2-n2cccc2)cc(OC)c1 | -2.1% | -2.9% | -18.4% | 1.2% | 20.3% | -1.2% | -2.9% | 6.2% | 2.5% | ? | 0.4%
NC(=O)c1ccc(-n2nnnc2SCc2ccccc2)cc1 | -2.3% | 0.0% | 4.9% | -2.1% | 22.7% | 1.2% | -4.0% | 4.1%[1.84 µM] | 18.0% | 2.9% | -0.2%
O=C(Cc1ccc(Cl)cc1)NCC(=O)N1CCCC1 | -2.7% | 0.0% | 2.7% | -4.6% | -3.7% | -2.6% | 0.1% | -0.9% | 3.5% | -1.4% | 0.7%
CCOCc1nnc(NC(=O)CCc2ccccc2)s1 | -1.2% | -4.8% | 2.1% | -4.3% | 5.4% | 1.3% | 0.0% | -0.2% | -1.7% | ? | 1.3%
CCOC(=O)Cn1c(=O)c2c(nc3n2CCN3Cc2ccccc2)n(C)c1=O | -1.5% | -2.1% | 4.4% | 0.1% | -10.0% | 1.7% | 2.2% | 1.9%[0.369 µM] | / | 0.8% | 0.7%

Bioassay records: PubChem, National Center for Advancing Translational Sciences (NCATS)

Some of the compounds tested. The share of hits here may be higher or lower than overall.
